Compound activity as filed in PubChem.
PI4K2A inh = inhibitors of human PI4K2A. 0.13% of 420,000 active. activity change, negative = inhibition, % at 76.9 µM. purified PI4K2A, ADP-Glo luminescence, 1 h; hits give low values. Q9BTU6; in the data active = activity change below about -50%; inconclusive = mostly about -30% to -49%;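 also: -100% = wells without enzyme as full effect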
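PI4K2A activity was measured by ADP-Glo luminescence: enzyme (4 ug/mL stock) and phosphatidylinositol (1.2 mM stock) in Tris pH 7.5/MgCl2/EGTA/Triton X-100 buffer were reacted with ATP (300 microM stock) for one hour at ambient temperature.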
HP1b chromo inh = HP1-beta chromodomain-methylated histone interaction inhibition | AlphaScreen HP1-beta / biotin-H3K9me3 peptide binding | P83916 | 0.56% of 390,000 active | Potency, µM (highest dose often 114 µM), without a hit: at the top dose activity change, negative = inhibition, most hits filed as inhibitors | AID 540317; also: potency is read from the fitted curve at half-maximal effect; nearly all actives have a fitted effect of over 70% in size; inactives centre near 23
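HP1-beta protein (50 nM final) preincubated 30 min at room temperature with biotinylated H3(1-18)K9me3 peptide (50 nM) in PBS pH 7.4, 0.01% Tween-20, then compound added for 30 min. AlphaScreen streptavidin donor/nickel chelate acceptor beads (10 ug/mL final), 30 min dark, luminescence read.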
Tb PGK inh = T. brucei PGK inhibition; AID 602233; Potency, µM (doses to about 57.5 µM), for inactives: at the top dose activity change, negative = inhibition, usual class: inhibitors; PGK/GAPDH coupled, Kinase-Glo luminescence, 60 min; 0.043% of 380,000 active; also: potency is read from the fitted curve at half-maximal effect; % is scaled to controls: 0 for no effect and ±100 for the full control effect; nearly all actives have a fitted effect of over 60% in size
Target sequence (P07378 whole entry, looked up): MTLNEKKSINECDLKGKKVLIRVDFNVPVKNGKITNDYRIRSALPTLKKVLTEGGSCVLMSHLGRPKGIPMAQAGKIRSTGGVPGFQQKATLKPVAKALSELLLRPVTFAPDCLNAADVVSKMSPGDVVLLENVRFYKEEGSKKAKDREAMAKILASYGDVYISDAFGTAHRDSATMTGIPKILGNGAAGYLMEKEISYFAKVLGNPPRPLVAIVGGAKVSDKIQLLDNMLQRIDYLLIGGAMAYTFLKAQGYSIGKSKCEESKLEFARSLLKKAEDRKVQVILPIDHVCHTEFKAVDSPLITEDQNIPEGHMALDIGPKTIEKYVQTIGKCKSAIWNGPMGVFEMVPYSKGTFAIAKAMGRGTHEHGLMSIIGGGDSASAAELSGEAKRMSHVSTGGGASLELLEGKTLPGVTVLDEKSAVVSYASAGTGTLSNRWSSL
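Luminescent ATP detection (Kinase-Glo Plus) follows a 60-minute room-temperature incubation, with wells lacking PGK as controls. Buffer: 100 mM TEA (pH 7.6), 5 mM MgCl2, 0.01% Tween-20. Coupling enzyme GAPDH (100 nM final) supplies unstable 1,3-BPG in-well.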
rTrxR1 inhibitor = blocks rat thioredoxin reductase 1; O89049; recombinant rTrxR1, NADPH fluorescence consumption, selenite substrate; Potency, µM (highest dose often 114 µM), without a hit: at the top dose activity change, negative = inhibition, usual class: inhibitors; 1% of 390,000 active; AID 588453; also: potency is read from the fitted curve at half-maximal effect; % is scaled to controls: 0 for no effect and ±100 for the full control effect; nearly all actives have a fitted effect of over 65% in size
Target sequence (O89049 whole entry, looked up): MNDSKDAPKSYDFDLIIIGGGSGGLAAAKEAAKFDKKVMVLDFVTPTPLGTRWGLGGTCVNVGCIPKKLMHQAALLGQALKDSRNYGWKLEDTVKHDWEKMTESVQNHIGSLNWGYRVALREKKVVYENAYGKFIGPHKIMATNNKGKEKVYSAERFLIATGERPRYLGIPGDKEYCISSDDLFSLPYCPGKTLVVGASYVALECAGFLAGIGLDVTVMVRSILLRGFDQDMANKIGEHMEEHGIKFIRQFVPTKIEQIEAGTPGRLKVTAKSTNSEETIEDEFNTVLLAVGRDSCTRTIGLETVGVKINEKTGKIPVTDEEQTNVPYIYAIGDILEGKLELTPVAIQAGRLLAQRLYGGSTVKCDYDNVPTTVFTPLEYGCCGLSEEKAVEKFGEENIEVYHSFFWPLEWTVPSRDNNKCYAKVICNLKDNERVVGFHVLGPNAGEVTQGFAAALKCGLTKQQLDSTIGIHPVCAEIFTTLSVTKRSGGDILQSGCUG
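Rat TrxR1 (90 nM in the dispensed reagent) was pre-reduced with 400 uM NADPH for 5 min at room temperature, then incubated with compound for 15 min. After 400 uM selenite was added, NADPH fluorescence (Ex 340/Em 450 nm) was followed for 8 min.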
GLS inh = inhibitors of human glutaminase (GLS); O94925; GLS enzymatic activity, qHTS titration; Potency, µM (series often up to 45.5 µM), for the others: at the top dose activity change, negative = inhibition, actives largely listed as inhibitors; 0.21% of 410,000 active; AID 624170; also: potency is read from the fitted curve at half-maximal effect; % is scaled to controls: 0 for no effect and ±100 for the full control effect
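Read-out is an Amplex red fluorescence increase coupled through glutamate oxidase and HRP, measured before and after 30 min room-temperature incubation. hKGA is in 45 mM KH2PO4 (pH 8.2) with 0.02% Tween-20; glutamine added as 1mM solution.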
TrxR1 substrate = substrates of rat thioredoxin reductase 1 | O89049 | purified TrxR1 substrate turnover, NADPH consumption readout | Potency, µM (highest dose often 114 µM), for the others: at the top dose activity change, negative = substrate turnover | 0.01% of 390,000 active; also: potency is read from the fitted curve at half-maximal effect; % is scaled to controls: 0 for no effect and ±100 for the full control effect; nearly all actives have a fitted effect of over 50% in size
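Rat TrxR1, dispensed at 90 nM, was prereduced with 400 uM NADPH (final) for 5 min at ~22 deg C, then incubated with compound 15 min before 400 uM selenite. A first-read NADPH fluorescence drop versus no-compound background flagged substrates.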
mIDH1 inhibitor = human IDH1 R132H inhibition; O75874; IDH1-R132H enzyme, NADPH consumption, diaphorase/resazurin fluorescence; Potency, µM (top dose mostly 76.6 µM), for the others: at the highest dose activity change, negative = inhibition, most hits filed as inhibitors; 0.093% of 390,000 active; AID 602179; also: potency is read from the fitted curve at half-maximal effect; % is scaled to controls: 0 for no effect and ±100 for the full control effect; nearly all actives have a fitted effect of over 65% in size
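IDH1-R132H (0.5 ug/mL dispensed) in pH 7.5 Tris buffer was preincubated 30 min with compound, then given a substrate mix of 0.016 mM NADPH and 2 mM alpha-KG for 80 min at room temperature; remaining NADPH was read by diaphorase/resazurin fluorescence.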
Pin1 inh = blocks the human prolyl isomerase Pin1; 0.009% of 390,000 active; Potency, µM (titrated, usually from 115 µM), without a hit: at the highest dose activity, negative = inhibition, actives largely listed as inhibitors; Pin1 FP peptide displacement, HiFluor488, 10 min; Q13526; active = well fitted inhibition curve with a large enough effect in the polarisation, with a control signal flat, not every such curve was filed as active; inconclusive = small, poorly fitted or top-dose-only effect, or effect the other way, or a change in a side signal; inactive = no such curve, though single readings can be large or run the other way; the % refers to the polarisation; also: potency is read from the fitted curve at half-maximal effect; % is scaled to controls: 0 for no effect and ±100 for the full control effect
Target sequence (Q13526 whole entry, looked up): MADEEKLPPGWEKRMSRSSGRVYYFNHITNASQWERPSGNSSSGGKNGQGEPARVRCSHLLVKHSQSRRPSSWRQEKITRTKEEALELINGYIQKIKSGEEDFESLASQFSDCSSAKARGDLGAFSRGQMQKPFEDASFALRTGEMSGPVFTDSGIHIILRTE
USP1 inh = blocks the human USP1/UAF1 deubiquitinase complex; O94782; recombinant USP1/UAF1, Ub-Rhodamine cleavage fluorescence; Potency, µM (series often up to 57.1 µM), for inactives: at the top dose activity change, negative = inhibition, hits mostly inhibitors; 0.23% of 390,000 active; AID 743255; also: potency is read from the fitted curve at half-maximal effect; % is scaled to controls: 0 for no effect and ±100 for the full control effect; nearly all actives have a fitted effect of over 60% in size; inactives centre near -12
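High-throughput fluorogenic screen: 1nM USP1/UAF1 complex, Ub-Rho substrate 150nM final, 50mM HEPES pH 7.8 with 0.5mM EDTA, 0.1 mg/ml BSA, 1mM TCEP and 0.01% Tween-20.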
* = called active by the depositor; i = inactive; ? = inconclusive; . = not tested or not shown; & = joins results of further samples; [ ] = dose if it differs, or a comment. Unless noted, calls follow the shape of the dose curve; as a rule, active = well fitted curve in the direction sought with a large enough effect; inconclusive = small, poorly fitted or top-dose-only effect, or another doubt; inactive = no such curve, though single readings can be large; an effect the other way counts as inactive or inconclusive. These rows are one share of the data; count on the stated rates, not on these rows.

SMILES	PI4K2A inh	HP1b chromo inh	Tb PGK inh	rTrxR1 inhibitor	GLS inh	TrxR1 substrate	mIDH1 inhibitor	Pin1 inh	USP1 inh
CC(Oc1ccccc1)c1ccnc2nc(N3CCOCC3)nn12 (centres undefined)	-4	28%	-1%	20%	9%	33%[activator]	5%	8%	-12%
Clc1ccccc1-c1nc(-c2ccc(Br)o2)no1	-4	27%	0%	10%	1%	-1%	0%	-3%	-21%
COc1ccc(C2(Nc3cccc(F)c3)C(=O)c3ccccc3C2=O)cc1	-3	?	-9%	3%	-6%	-1%	-2%	0%	-22%
C=CCn1cc(-c2ccc(Cl)cc2)cc(C#N)c1=O	0	29%	6%	40%[activator]	16%	61%[activator]	-2%	1%	3%
CC(C)CCN1C(=O)CCC1(C)C(=O)NC1CCCCCCC1 (centres undefined)	0	9%	-1%	13%[57.1 µM]	-6%	9%	0%	5%	-4%
O=C(/C=C/c1ccccc1)Nc1nc2n(n1)C(c1ccc(Cl)cc1)C=C(c1ccccc1)N2 (centres undefined)	0	20%	4%	5%	?	-1%	-17%	-5%	-19%
COc1ccccc1C(CNC(=O)c1cccc(NS(=O)(=O)c2ccc(Br)cc2)c1)N(C)C (centres undefined)	-4	8%	-10%	6%	17%	-2%	-1%	-4%	3%
CC1Cc2cc(/C(O)=C3/C(=O)C(=O)N(CCCn4ccnc4)C3c3ccncc3)ccc2O1 (centres undefined)	1	33%[activator]	-11%	-2%	2%	-1%	3%	0%	-11%
C=CCNC(=S)NNC(=O)c1ccccc1OCC	3	31%	1%	-1%[57.1 µM]	-21%	5%[57.1 µM]	5%	-1%	3%
CCCN1C2=NCCCN2c2ccccc21	-2	30%	.	6%[57.1 µM]	5%	0%	0%	-3%	-9%
COc1cc2c(cc1OC)CN(CC(=O)Nc1ccc(S(=O)(=O)N3CCCC3)cc1)CC2	-7	8%	7%	-7%	-1%	-6%	-17%	-5%	-18%
CCOC(=O)c1sc(NC(=O)/C=C/c2ccc(F)cc2)nc1C	4	?	-4%	36%[57.1 µM]	?	13%[11.4 µM]	0%	2%	-8%
CC(=O)N1CCc2cc(S(=O)(=O)CCC(=O)Nc3ccc(C)cc3Br)ccc21	4	31%	-15%	-12%	0%	-5%	8%	2%	-25%
CCCCc1c(O)nc(SCCN(C)C)n(-c2ccccc2)c1=O	-4	44%[activator]	i	18%	26%	0%	11%	-7%	-11%
O=C(O)C1C2C=CC(C2)C1C(=O)NC(c1ccccc1)c1ccccc1 (centres undefined)	3	34%	-10%	7%	0%	-1%	9%	7%	-5%
Cc1ccccc1NC(=O)CCCn1nc(C)c2c(C)n(-c3ccccc3)nc2c1=O	5	16%[57 µM]	i	18%	3%	-4%	-6%	-4%	-15%
CC(=O)OC(C)(C)/C=C/C(=O)[C@](C)(O)C1[C@H](O)C[C@@]2(C)C3CC=C4C(C=C(O[C@@H]5O[C@H](CO)[C@@H](O)[C@H](O)[C@H]5O)C(=O)C4(C)C)[C@]3(C)C(=O)C[C@]12C (some centres undefined)	-12	26%	5%	-2%	5%	-3%	1%[38.3 µM]	2%	-8%
O=C1c2ccccc2S(=O)(=O)N1CC(O)COc1ccc(Cl)cc1 (centres undefined)	-1	57%[activator]	-7%	19%	4%	0%	2%	0%	0%
CC(=O)/C(=N\Nc1ccccc1)Oc1ccc([N+](=O)[O-])cc1	2	10%	3%	-18%	10%	-14%	-2%	4%	-13%
O=C(Cc1ccccc1)Nc1ccc(NC(=O)C2CC2)nc1	7	35%	-9%	?	1%	-11%	4%	-11%	-14%
Cc1ccc(-n2c3c(cc(-c4nc(-c5ccc(Cl)cc5)cs4)c2=O)C(=O)CC(C)(C)C3)cc1	-1	71%[activator]	-8%	17%	-1%	7%	-17%	-9%	-4%
CCS(=O)(=O)N1CCN(c2ccc(Cl)cc2[N+](=O)[O-])CC1	1	-10%	-6%	-10%	6%	-4%	2%	-6%	-2%
CC(=O)N1CCOc2cc(S(=O)(=O)Nc3cccc(C(F)(F)F)c3)c(Cl)cc21	3	61%[activator]	-2%	2%	-14%	8%	3%	2%	-23%
COc1cc(C(=O)NNC(=O)NC2CCCCC2)cc(OC)c1OC	-5	20%	-3%	1%	8%	0%	-2%	2%	9%
O=C(CNC(=O)c1cc2ccccc2o1)NCc1cccs1	4	-4%	-1%	9%[57.1 µM]	5%	6%[57.1 µM]	4%	-4%	-7%
COc1ccccc1/C=C/C(=O)NCC(=O)N/N=C(\CCC(=O)O)c1ccccc1	-4	26%	-5%	30%	8%	20%	-10%	0%	-12%
COc1cc(C(=O)Nc2cccc(-c3cn4cccnc4n3)c2)cc(OC)c1OC	0	35%	8%	-14%	13%	224%[activator]	-8%	2%	-13%
O=C(C1CCCO1)N1CCC(c2nc3ccccc3[nH]2)CC1 (centres undefined)	-4	21%	-10%	25%	-5%	6%	0%	-1%	-1%
CC1(C)Cc2c(sc3nc[nH]c(=O)c23)CO1	-8	59%[activator]	-2%	17%[57.1 µM]	-6%	6%[57.1 µM]	6%	-6%	-21%
COc1ccc2c(c1)c(=O)c(C(=O)c1ccc(F)cc1)cn2CC(=O)Nc1ccc(F)cc1	-2	27%	4%	-4%	2%	-1%	-7%	15%	-16%
O=C1COc2ccc(C(=O)COC(=O)CNC(=O)c3ccco3)cc2N1	4	46%[activator]	5%	?	1%	-14%	7%	1%	-7%
Cc1cc(C)n(C(=O)c2cc(F)c(F)cc2C)n1	4	76%[activator]	-1%	23%	0%	3%	8%	0%	-20%
S=c1[nH]nc(CSc2nc3ccccc3s2)n1Cc1ccccc1	-3	32%	-6%	14%[57.1 µM]	-4%	3%[57.1 µM]	-9%	-2%	-2%
Cn1c(SCC(=O)Nc2sccc2C(N)=O)nc2ccccc2c1=O	5	20%	-6%	7%[57.1 µM]	-3%	5%	0%	17%	-5%
CCN(C(=O)COC(=O)/C=C/c1nc2ccccc2s1)C1CCS(=O)(=O)C1 (centres undefined)	0	18%	-1%	25%[57.1 µM]	-14%	-4%[57.1 µM]	8%	-2%	-10%
Cc1cccnc1N(C(=O)Nc1cccc(Cl)c1)C1=NCC(C)(C)S1	-6	23%	i	6%	2%	-3%	2%	-8%	-11%
CC1=C(C(=O)Nc2c(C)cc(C)cc2C)C2(CCN(C(C)C)CC2)OC1=O	-1	37%	-9%	1%[57.1 µM]	-7%	0%[57.1 µM]	16%	-8%	-7%
NC(=S)Nc1cccc(O)c1	0	44%[activator]	-2%	5%[2.29 µM]	16%	3%[57.1 µM]	-4%	-10%	-14%
CCc1ccc(N(C(=O)c2snc(C(N)=O)c2N)C(C(=O)NCC2CCCO2)c2ccco2)cc1 (centres undefined)	0	-1%	-1%	-8%[57.1 µM]	-21%	-2%[57.1 µM]	-1%	10%	-15%
Cc1ccc(S(=O)(=O)N2CCOCC2)cc1C(=O)O	4	38%[activator]	0%	17%[57.1 µM]	-3%	4%[57.1 µM]	2%	-10%	3%
Cc1ccc(-n2c(N)c(C(=O)N3CCOCC3)sc2=S)cc1	4	-15%	-5%	-7%	-10%	-4%	1%	3%	-9%
O=C(O)CNC(=O)C1CCCN1C(=O)CNC(=O)OCc1ccccc1 (centres undefined)	-4	55%[activator]	-10%	19%	-2%	8%	3%	-1%	-10%
O=C(c1ccccn1)N(CC1CCCO1)C1(C(=O)NC2CCCCC2)CCCCC1 (centres undefined)	1	40%	3%	-15%	-20%	-5%	2%	-3%	-13%
COc1ccc(C(C)(C)C)cc1NC(=O)COC(=O)C(C)C	1	21%	-3%	-1%[57.1 µM]	4%	2%[57.1 µM]	1%	3%	-15%
COc1ccc(S(=O)(=O)CCc2nc3ccccc3s2)cc1	-2	31%	0%	-5%	-2%	1%	11%	-8%	-6%
CCc1c(C)[nH]c2c1C(=O)C(CN1CCOCC1)CC2 (centres undefined)	2&5&-4	5%	-7%	?	14%	13%[57.1 µM]	0%	-7%	-18%
COc1nc(OC)nc(N2CCC(C(=O)NCc3ccc(F)cc3)CC2)n1	-1	5%	-5%	26%	16%	10%	0%	0%	-3%
N#CC1(NC(=O)COC(=O)c2ccccc2[N+](=O)[O-])CCCCC1	-3	12%	-11%	9%	3%	4%	-1%	-1%	-17%
CCN(CC)CCN(C)C(=O)CCc1nnc(-c2ccc(C)s2)o1	1	39%[activator]	-1%	22%	0%	6%	6%	1%	-4%
O=C(O)CC1(CC(=O)Nc2ccc3sccc3c2)CCCCC1	1	54%[activator]	-3%	14%[57.1 µM]	2%	3%[57.1 µM]	8%	1%	-7%
COc1cccc(OCCCN2CCCCC2)c1	-1	14%	-5%	16%	-2%	2%	1%	-11%	-12%
O=C(NCCN1CCCCC1)Nc1ccc(Br)cc1	0	29%	-8%	-1%[57.1 µM]	-8%	0%[57.1 µM]	6%	5%	-8%

2 consecutive records out of the list so far:
SMILES	PI4K2A inh	HP1b chromo inh	Tb PGK inh	rTrxR1 inhibitor	GLS inh	TrxR1 substrate	mIDH1 inhibitor	Pin1 inh	USP1 inh
COc1ccc(C(C)(C)C)cc1NC(=O)COC(=O)C(C)C	1	21%	-3%	-1%[57.1 µM]	4%	2%[57.1 µM]	1%	3%	-15%
COc1ccc(S(=O)(=O)CCc2nc3ccccc3s2)cc1	-2	31%	0%	-5%	-2%	1%	11%	-8%	-6%
